Screens as filed in PubChem BioAssay.
BRCA1 expr act: activators of BRCA1 expression; MCF7-BRCA1-FFLuc reporter, luminescence, 48 h; response scale: scaled: vehicle 0%, 10 µM genistein 100%; 380,000 tested, 1.1% active; AID 624202; Potency, µM (top dose mostly 46.1 µM), for the others: top-dose activation, most hits filed as activators; active = well fitted activation curve with a large enough effect; inconclusive = small, poorly fitted or top-dose-only effect; inactive = no such curve, though single readings can be large or run the other way; note: nearly all actives have a fitted effect of over 80% in size; some results filed as inactive show a strong effect at the top dose
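First, MCF7-BRCA1-FFLuc cells (2000/well) attach for 2 h; next, compounds are pin-added and incubated 48 h at 37 °C; finally, luciferase reagent is added and luminescence read after 15 min.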
The depositor's hits bear a star; ? = inconclusive. Potency is the fitted concentration of half-maximal effect.

molecule | BRCA1 expr act
COCCN(C(=O)COC(=O)c1ccc(Br)o1)c1c(N)n(Cc2ccccc2)c(=O)[nH]c1=O | -4%
COc1ccc(CCN2C(=O)CCC2(C)c2nnnn2-c2c(C)cccc2C)cc1OC (configuration not stated) | 26%
O=C(NCc1ccccc1)c1cc(C2COCCN2C(=O)c2ccc(Cl)cc2)on1 (configuration not stated) | 16%
CCCc1nn2c(-c3ccccc3)nnc2o1 | -42%
CCCCC[C@H](C)N1C[C@H](COCc2ccccc2)Oc2cc(N3CC[C@H](N(C)C)C3)ccc2S1(=O)=O | -59%
O=C(Nc1ccc(OC(F)F)cc1)c1nc(SCc2ccccc2F)ncc1Cl | -6%
CC(=O)Nc1cncc(-c2ccccc2C(C)=O)n1 | -3%
CC1(C)CC(=O)C=C(c2ccc(-c3cccc(C(N)=O)c3)cc2)C1=O | -17%
CN(C)c1ccc(/C=C/c2ncnc3ccccc23)cc1 | 50%
CCCc1nc2cc(C)c(Br)c(C)n2c1Cc1ccsc1 | -17%
O=C(Nc1ccn(C2CCC(CO)O2)c(=O)n1)c1ccccc1 (configuration not stated) | 23%
CCOc1ccc(NC(=O)CN2CCN(c3ccc(F)cc3)CC2)cc1S(=O)(=O)N1CCCC1 | 3%
CN(C)c1cccc(Nc2ccc(-c3ccc(OC(F)(F)F)cc3)cn2)c1 | 1%
Nc1ccc(CC(N)c2csc(Nc3nncc4ccccc34)n2)cc1 (configuration not stated) | -22%
O=C(Nc1nnc([C@@H]2C[C@H](O)[C@@H](CO)O2)s1)Nc1ccc(F)cc1F | 0%
Nc1ccc(/C=C/c2ccnc3ccccc23)cc1[N+](=O)[O-] | 56%
CCC1Oc2ccccc2N(CC(=O)N2CC(C)CC(C)C2)C1=O (configuration not stated) | 2%
N#Cc1ncn(C2OC(CO)C(O)C2O)c1N (configuration not stated) | -7%
CCCCNC(=O)c1nc(C2CCN(S(=O)(=O)c3ccccc3C(F)(F)F)CC2)oc1-c1cccc(C(F)(F)F)c1 | -6%
COc1cccc(Cn2c3ccc(NC(=O)Cc4ccccc4C)cc3c(=O)n2C)c1 | 1%
Cc1ccc(S(=O)(=O)N2CCN(c3nc(N(C)c4cc(Cl)ccc4O)nc4ccccc34)CC2)cc1 | 4%
COc1ccc([C@@H]2CC(=O)[C@@H]3CN(S(=O)(=O)c4ccc(Cl)cc4)[C@H](c4ccc(C)cc4)C[C@@H]3N2S(=O)(=O)c2ccccc2)cc1 | 7%
COc1ccccc1C(=O)N1CCN(C(=O)[C@H]2O[C@@H](n3cnc4c(N)ncnc43)[C@H](O)[C@@H]2O)CC1 | 5%
CCOC1=C2CN(S(=O)(=O)c3ccc(C)cc3)[C@H](c3cccc4ccccc34)C[C@H]2[C@H]2C(=O)N(c3ccccc3)C(=O)[C@H]2C1 | 10%
COC(=O)c1ccc2nc(-c3ccc(F)cc3)c(Cc3ccccc3C(F)(F)F)n2c1 | 17%
CC(=NO)C1(C)CC=CCC1CO (configuration not stated) | 18%
COc1ccc(Cc2c(C(C)(C)C)nc3ccc(C)cn23)c(C)c1 | -19%
COCCN(C(=O)COC(=O)c1ccc2ccccc2c1)c1c(N)n(Cc2ccccc2)c(=O)[nH]c1=O | -17%
CC1(Br)C(Sc2ccccc2[N+](=O)[O-])=Nc2ccccc21 (configuration not stated) | -57%
O=C(/C=C/[C@H]1O[C@@H](n2ccc(=O)[nH]c2=O)[C@H](O)[C@@H]1O)NCc1cccc2ccccc12 | 6%

Sorted by the number under BRCA1 expr act (lowest first): some entries from above
| mol | BRCA1 expr act |
| --- | --- |
| CCCc1nn2c(-c3ccccc3)nnc2o1 | -42% |
| COc1ccc(Cc2c(C(C)(C)C)nc3ccc(C)cn23)c(C)c1 | -19% |
| CC(=NO)C1(C)CC=CCC1CO (configuration not stated) | 18% |

Following part
molecule | BRCA1 expr act
Cc1cc(C(=O)N2CCCC2(C)C(=O)NCC(C)C)nn1C(C)(C)C (configuration not stated) | 2%
Cc1ccc(N=C2N=C(N)c3ccccc32)cc1C | -43%
COc1ccc(C)cc1-n1cnc2sc(C)c(C)c2c1=O | 18%
CC(C)NC(=O)c1ccc2sc([C@@H]3O[C@H](CO)[C@H](O)[C@H](O)[C@H]3O)nc2c1 | 3%
COc1ccc(C=C2OC(=O)C(C(C)=O)=C2O)cc1 | -38%
O=[N+]([O-])c1cccc(C2Nc3ccccc3CO2)c1 (configuration not stated) | -8%
c1cc2c(c(CC3CO3)c1CC1CO1)OCCOCCOCCOCCO2 (configuration not stated) | 7%
CC(=O)Nc1cccc(-c2ccnc3c2CC(C(=O)Nc2cccnc2)O3)c1 (configuration not stated) | 0%
COc1ccc(N2CC(C)(C)[C@H](CC(=O)Nc3ccccc3)C2=O)cc1 | 0%
C[C@@H]1CN([C@H](C)CO)C(=O)CCCn2nncc2CO[C@H]1CN(C)C(=O)Nc1ccc2c(c1)OCO2 | 4%
COc1ccc(C(C)(O)c2nc(-c3ccccc3OC)cs2)cc1 (configuration not stated) | -26%
COCCNC(=O)c1sc(=O)n(Cc2ccc(SC)cc2)c1C | 20%
COc1ccc(CNC(=O)Nc2nc(C(N)Cc3ccc(Cl)cc3)cs2)cc1 (configuration not stated) | -69%
OC(c1cc(F)cc(Cl)c1)c1ncc(-c2ccccc2Cl)[nH]1 (configuration not stated) | -3%
Cn1c(=O)c2c(-c3ccccc3)n(-c3ccccc3Br)cc2n(C)c1=O | -40%
CCNC(=O)C1(C)CCCN(C(=O)c2ccc(F)c(C)c2)C1 (configuration not stated) | -10%
COc1cc(C(=O)Nc2ccc(C(=O)c3ccncc3)cc2)cc(OC)c1OC | -35%
COc1ccc(S(=O)(=O)N(C)C[C@H]2OCc3cnnn3CCCC(=O)N([C@H](C)CO)C[C@H]2C)cc1 | -3%
O=C(Cc1ccc(OCCCCc2ccccc2)cc1)NO | 33%
C=CCC(=O)N1CCC(n2nccc2NC(=O)c2ccc3c(c2)OCO3)CC1 | 2%
CCOc1ccc(NC(=O)CSc2nc3ccsc3c(=O)n2CCCCC(=O)O)cc1 | -4%
CCc1cccc(C)c1NC(=O)COC(=O)CCn1c(C)csc1=O | 0%
O=C(NN=Cc1ccc2c(c1)CCC2)c1ccccc1O | 9%
CC1(c2nnnn2-c2ccc3c(c2)OCCO3)CCC(=O)N1CCOc1ccccc1 (configuration not stated) | 1%
Cc1ccc(-c2nnc3ccc(SCC(N)=O)nn23)cc1 | 20%
CCN(CC)C(=O)C1=C(C)N(Cc2ccccc2)C(=O)C(CC(=O)NCc2ccco2)C1 (configuration not stated) | 3%
O=C(OCc1cn([C@H]2C[C@H](c3ccc(Cl)cc3)N(C(=O)c3cccs3)C[C@@H]2O)nn1)c1ccccc1 | -2%
CCN(CC)C(=O)C1=C(C)N(Cc2ccc(C(C)(C)C)cc2)C(=O)C(CC(=O)NCc2cccc3ccccc23)C1 (configuration not stated) | -61%
CCCCc1oc2ccccc2c1C(=O)c1cc(I)c(N(CC)CCOCC)c(I)c1 | -15%
CC(=O)n1cc(C2CC(=O)OC3=C2CC(=O)C(C)(C)C3)c2ccccc21 (configuration not stated) | -3%
C[C@H](CO)N1C[C@H](C)[C@H](CN(C)Cc2cncnc2)Oc2ncc(C#CC3(O)CCCC3)cc2C1=O | 11%
CC(C)c1ccccc1NC(=O)Nc1nc(C(N)Cc2ccc(C(F)(F)F)cc2)cs1 (configuration not stated) | -32%
OC[C@H]1O[C@H](c2nc(-c3nc(-c4cccc(-n5cccc5)c4)no3)cs2)C[C@@H]1O | 2%
CCN1CCN(c2nc3c(c(=O)[nH]c(=O)n3C)n2Cc2cccc(C)c2)CC1 | -9%
CCN(CC)S(=O)(=O)c1ccc(N2CCOCC2)c(NC(=O)c2cc3ccccc3o2)c1 | -32%
Cn1c(NCc2ccc3occc3c2)nc2cc(-c3ccc(F)cc3)sc2c1=O | 27%
OC(c1ccc(F)cc1)c1nc(-c2ccoc2)cs1 (configuration not stated) | 0%
CN1N/C(=C\c2ccccc2)N=C2C(=O)N(C)C(=O)N=C21 | -53%
Clc1ccc(-c2nc3c4ccccc4ccn3c2Cc2ccccc2)cc1 | -23%
Nc1nc(N)c2cc(S(=O)(=O)c3ccc4ccccc4c3)ccc2n1 | -22%
CN(C)C(CNC(=O)c1sc2ccccc2c1Cl)c1ccco1 (configuration not stated) | 79%
CC(C)S(=O)(=O)NC(=O)C1(C)CCN1C(=O)Cc1ccccc1Cl (configuration not stated) | 17%
CCc1ccccc1Oc1nc(NCCOC)nc2cc(-c3ccccc3)sc12 | 4%
CCCCC(=O)N(C)c1c(CC)nc2c(OCCOc3ccc(F)cc3)cccn12 | -29%
COc1ccc(NC(=O)c2cc(-c3cc(F)ccc3OC(C)C)n[nH]2)cc1OC | -5%
CN(Cc1ccccc1)C(c1ccnc2ccccc12)c1nnnn1-c1ccc2c(c1)OCCO2 (configuration not stated) | -48%
COc1ccc(C(=O)N2CCCC(c3cc(C(=O)Nc4ccccc4)no3)C2)cc1 (configuration not stated) | 20%
O=[N+]([O-])c1nccn1CCCCCCN1CCOCC1 | -1%
Cn1c(=O)c2cc(NC(=S)NC3CC3)ccc2n1Cc1cccc(C(F)(F)F)c1 | -9%
COc1ccc(-c2cc(C(=O)NCc3ccc(F)cc3)[nH]n2)c(C)c1 | 19%
C[C@H](CO)N1C[C@H](C)[C@@H](CN(C)S(=O)(=O)c2ccccc2C#N)OCc2cn(nn2)CCCC1=O | 4%
CC(C)COC(=O)N(C)C[C@@H]1OCc2cnnn2CCCC(=O)N([C@@H](C)CO)C[C@H]1C | 1%
CN(C)c1ccc(C(=O)N2CCC2(C)C(=O)O)cc1 (configuration not stated) | 1%
O=C(O)C1(C(=O)O)CCC2(CCCCC2)CC1 | 0%
Nc1nc2c(ncn2[C@@H]2O[C@H](CNS(=O)(=O)N3CCCC3)[C@@H](O)[C@H]2O)c(=O)[nH]1 | 64%
Cc1ccccc1-c1csc(C(O)c2ccccc2)n1 (configuration not stated) | ?
CCOC(=O)C1CCCN(C(=O)c2ccc3c(c2)C(C)(C)CCC3(C)C)CC1 (configuration not stated) | 0%
COc1cc(CN2C[C@@H](CO)O[C@@H](n3cnc4c(N(C)C(C)C)ncnc43)C2)cc(OC)c1OC | 5%
CC(C)CC(N)c1csc(NC(=O)Nc2ccccc2-c2ccccc2)n1 (configuration not stated) | -11%
CC(=O)NC(c1cccc(F)c1)c1nc(-c2ccc3ccccc3c2)cs1 (configuration not stated) | 0%

A second format for 4 compounds above:
BRCA1 expr act | canonical_smiles
-48% | CN(Cc1ccccc1)C(c1ccnc2ccccc12)c1nnnn1-c1ccc2c(c1)OCCO2 (configuration not stated)
20% | COc1ccc(C(=O)N2CCCC(c3cc(C(=O)Nc4ccccc4)no3)C2)cc1 (configuration not stated)
-1% | O=[N+]([O-])c1nccn1CCCCCCN1CCOCC1
-9% | Cn1c(=O)c2cc(NC(=S)NC3CC3)ccc2n1Cc1cccc(C(F)(F)F)c1

Carrying on:
molecule | BRCA1 expr act
O=C(Nc1ccn(CCCNCc2cccc3ccccc23)c(=O)n1)OCc1ccccc1 | -52%
COc1ccccc1-c1cnc(C(O)c2cc(C)ccc2C)[nH]1 (configuration not stated) | 0%
O=C(NCc1ccc(F)cc1)Nc1nnc([C@@H]2C[C@H](O)[C@@H](CO)O2)s1 | 6%
CC(C)c1ccc(NC(=O)C2Cc3c(-c4cccc(C(N)=O)c4)ccnc3O2)cc1 (configuration not stated) | -3%
CC(=O)OCC(C)n1[nH]c2ccccc2c1=O (configuration not stated) | 8%
COc1ccc(-c2ccc(C(=O)Nc3ccc4c(c3)OCO4)c3occc23)c(C)c1 | ?
COc1ccc(CCSc2n[nH]c(C(C)C)n2)cc1 | 21%
O=C1CCN(Cl)C(=O)N1Cl | 7%
CN1CCc2c(c3cnc4cc(Cl)ccc4c3n2C)C1 | 11%
CC1(C(=O)Nc2ccc(F)c(Cl)c2)Cc2c(-c3ccc(C(N)=O)cc3)ccnc2O1 (configuration not stated) | -54%
COc1cc2nc(N3CCN(C)CC3)nc(NC(C)C)c2cc1OC | 4%
CC1(C(=O)NS(=O)(=O)c2ccc(Cl)cc2)CCN1C(=O)Cc1ccccc1Cl (configuration not stated) | 6%
Cc1cccc(S(=O)(=O)NC(=O)C2(C)CCN2C(=O)Cc2cc(F)ccc2F)c1 (configuration not stated) | 10%
O=S1(=O)CC(N2CC=CC2)CN1Cc1cn(Cc2ccc(Cl)cc2)nn1 (configuration not stated) | 22%
CC(C)NC(=O)C1(C)CCN1Cc1ccc(-c2ccccc2)cc1 (configuration not stated) | -22%
COc1ccc(C(NC(=O)C2CCN(CCOc3ccc(Cl)cc3)CC2)c2cccs2)cc1 (configuration not stated) | -21%
O=[N+]([O-])c1cccc(S(=O)(=O)N2CCN(c3nc(-c4cccs4)nc4ccccc34)CC2)c1 | 8%
CC1(C(=O)NS(=O)(=O)Cc2cccc(Cl)c2)CCN1C(=O)C1(c2ccc(Cl)cc2)CCC1 (configuration not stated) | 0%
CN(C)c1ccc(CNC(=O)/C=C/[C@H]2O[C@@H](n3ccc(=O)[nH]c3=O)[C@H](O)[C@@H]2O)cc1 | 14%
Cc1ccc(-c2noc(CCC(=O)Nc3cccc(C(=O)NC4CC4)c3)n2)cc1 | -3%
COCCNC(=O)C1(C)CCCN(Cc2ccc(Oc3ccccc3)cc2)C1 (configuration not stated) | -9%
COc1cccc(C(O)c2nc(-c3ccncc3)cs2)c1 (configuration not stated) | -22%

Compounds shown so far containing a cyano group, in the order listed:
molecule | BRCA1 expr act
N#Cc1ncn(C2OC(CO)C(O)C2O)c1N (configuration not stated) | -7%
C[C@H](CO)N1C[C@H](C)[C@@H](CN(C)S(=O)(=O)c2ccccc2C#N)OCc2cn(nn2)CCCC1=O | 4%

Some of the compounds tested. The share of hits here may be higher or lower than overall.
